# Assay outcomes (PubChem BioAssay)
# KCNH2 3.1 inh: inhibitors of human KCNH2 3.1 potassium channel isoform. AID 720553. 340,000 compounds, 0.95% hits. activity change, % (tested at about 1.8 µM). U2OS KCNH2 3.1, thallium flux FluxOr; hits give low values;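 active = maximum activity change below -70%; inconclusive = maximum activity change from -70% to -50%; inactive = maximum activity change above -50%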;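 note: thallium influx rate constant from kinetic fluorescence after stimulation buffer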
#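 Steps: virus added to U2OS suspension (4 h, RT, dark); medium with 10% FBS added, cells plated, 37 C overnight; FluxOr/Red40 loading buffer 45 min RT; stimulation buffer, 2 min kinetic read; rate constant normalized.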
# uPA surface inh: blocks generation of uPA at the cell surface | cell surface uPA generation assay, qHTS | Potency, µM (series often up to 38.3 µM), without a hit: at the highest dose activity change, negative = inhibition, hits mostly inhibitors | 330,000 compounds, 0.31% hits | AID 540303; active = well fitted inhibition curve with a large enough effect; inconclusive = small, poorly fitted or top-dose-only effect; inactive = no such curve, though single readings can be large or run the other way; tested in mouse RAW 264.7 cells; note: potency is the fitted concentration of half-maximal effect; nearly all actives have a fitted effect of over 55% in size
# FBPA coupling cs: inhibits coupling enzyme system, counter-screen for aldolase hits | 290,000 compounds, 0.67% hits | AID 2472 | coupling enzyme system counterscreen, AmpLite Red fluorescence | activity change, negative = inhibition, % at 58.2 µM, hits read low; in the data active = activity change below about -30%
#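 Compounds tested against the coupling enzymes alone at 57.5 uM final; readout was AmpLite Red fluorescence (525/598 nm) after 20 min at RT.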
# GALK inhibitor: blocks human galactokinase activity | AID 1868 | 270,000 compounds, 0.007% hits | Purified GALK, Kinase-Glo residual ATP luminescence | Potency, µM (doses to about 57.5 µM), for the others: at the top dose activity change, negative = inhibition, most hits filed as inhibitors; note: potency is the fitted concentration of half-maximal effect
# Target sequence (P51570 whole entry, looked up): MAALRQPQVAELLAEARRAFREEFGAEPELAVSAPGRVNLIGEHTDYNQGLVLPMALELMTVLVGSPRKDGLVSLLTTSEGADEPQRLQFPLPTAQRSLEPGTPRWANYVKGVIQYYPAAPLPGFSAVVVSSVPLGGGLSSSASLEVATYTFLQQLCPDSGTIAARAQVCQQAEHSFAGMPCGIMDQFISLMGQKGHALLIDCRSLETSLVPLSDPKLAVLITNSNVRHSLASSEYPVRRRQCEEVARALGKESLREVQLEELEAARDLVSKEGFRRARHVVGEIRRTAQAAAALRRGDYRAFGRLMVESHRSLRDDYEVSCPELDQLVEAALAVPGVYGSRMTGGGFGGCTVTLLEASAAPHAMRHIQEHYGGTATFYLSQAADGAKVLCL
#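 ATP-depletion format; final 35 uM ATP, 100 uM D-galactose, 5 nM enzyme; pH 8.0 HEPES/Mg2+ buffer; 60 min RT; luminescence read 10 min after detection reagent.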
# Chronic BCR inh: chronic active BCR signaling inhibition; ABC-DLBCL IkBa-CBG/CBR reporter, luminescence ratio, 4 h; Potency, µM (top dose mostly 46.1 µM), inactives show at the highest dose ratio change, negative = lower green/red ratio, actives largely listed as inhibitors; 340,000 compounds, 0.05% hits; active = well fitted inhibition curve with a large enough effect in the signal ratio, with a control signal flat, not every such curve was filed as active; inconclusive = small, poorly fitted or top-dose-only effect, or effect the other way, or a change in a side signal; the % refers to the signal ratio;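 note: potency is the fitted concentration of half-maximal effect; plate controls were basal doxycycline-induced cells for no effect and cells given 10 µM MG132 for full effect; MG132 reads +100%, hits lower the ratio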
#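 TMD8 ABC-DLBCL cells carrying doxycycline-inducible green luciferase fused to IkappaBalpha plus unfused red luciferase were exposed to compounds (up to 46 uM) for 4 hrs at 37C. Activity came from the overlap-corrected green/red luminescence ratio.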
# PKM2 activator: activators of human pyruvate kinase M2 | 260,000 compounds, 0.34% hits | P14618 | purified PKM2, Kinase-Glo ATP luminescence, activation; response scale: 0% is enzyme alone, no compound | Potency, µM (doses to about 57.5 µM), for inactives: top-dose activation, usual class: activators; note: potency is the fitted concentration of half-maximal effect; nearly all actives have a fitted effect of over 55% in size
#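 hPK-M2, >95% pure; 0.1 mM ADP / 0.5 mM PEP final; imidazole pH7.2 buffer w/ 7 mM MgCl2, 50 mM KCl; 1 h RT; Kinase-Glo lum. Intermediate enzyme activity for dual inhibitor/activator qHTS.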
# hERG WT inh: inhibitors of human wildtype KCNH2 potassium channel. Q12809. AID 720551. 340,000 compounds, 0.37% hits. activity change, % at 1.84 µM. U2OS, BacMam KCNH2, thallium flux FluxOr; hits give low values;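 active = maximum activity change below -70%; inconclusive = maximum activity change between -70% and -50%; inactive = maximum activity change above -50%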
#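 U2OS cells transduced with wild-type KCNH2 virus are loaded with FluxOr dye for 45 min, and thallium flux is measured in kinetic reads before and after stimulation buffer. Rate constants are normalized to DMSO controls.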
# Giardia kill: Giardia lamblia killing | Giardia lamblia trophozoite viability | activity change, % at 7.66 µM, hits read low | 340,000 compounds, 0.15% hits | AID 540267; in the data active = activity change below about -80%; inconclusive = between about -30% and that limit;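 note: parasites exposed to compound for two days anaerobically before the ATP read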
#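 Trophozoite viability was measured as ATP-dependent luminescence, read 15-30 min after reagent addition. Before that, parasites at 100 cells/well were exposed to compounds for 48 h, anaerobically, at 37 deg C.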
# USP2a block: inhibitors of human ubiquitin-specific protease USP2a; AID 463254; 330,000 compounds, 0.01% hits; O75604; USP2 core, Ub-CHOP2 coupled fluorogenic reporter, 485/531; Potency, µM (series often up to 38.3 µM), without a hit: at the highest dose activity change, negative = inhibition, most hits filed as inhibitors;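 note: potency is the fitted concentration of half-maximal effect; plate controls were DMSO wells for no effect and full inhibition by NEM control for full effect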
#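 Cell-free coupled assay: 10nM USP2 core preincubated 30min RT with compound in Tris-HCl pH 8.0/CaCl2/CHAPS buffer, then 25nM Ub-CHOP2 and 25nM reporter substrate; fluorescence (Ex 485/Em 531) read after 60min RT, normalized to NEM inhibition, concentration-response curves fitted.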
# B2AR arrestin: agonists driving beta-arrestin recruitment to human beta2-adrenergic receptor | beta-arrestin recruitment to beta2AR, cell-based reporter | Potency, µM (highest dose often 46.1 µM), for inactives: at the highest dose activation, usual class: activators | P07550 | 330,000 compounds, 0.02% hits;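 note: potency is the fitted concentration of half-maximal effect; 0% = DMSO controls and full agonism = EC100 isoproterenol or metaproterenol; nearly all actives have a fitted effect of over 65% in size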
# Eya2 inh: Eya2 (human) phosphatase inhibition; recombinant Eya2, OMFP fluorescence dephosphorylation (OMFP is methylfluorescein phosphate); Potency, µM (titrated, usually from 76.9 µM), for inactives: at the top dose activity, negative = inhibition, actives largely listed as inhibitors; 330,000 compounds, 0.006% hits; AID 488837; note: potency is the fitted concentration of half-maximal effect
# Target sequence (O00167 whole entry, looked up): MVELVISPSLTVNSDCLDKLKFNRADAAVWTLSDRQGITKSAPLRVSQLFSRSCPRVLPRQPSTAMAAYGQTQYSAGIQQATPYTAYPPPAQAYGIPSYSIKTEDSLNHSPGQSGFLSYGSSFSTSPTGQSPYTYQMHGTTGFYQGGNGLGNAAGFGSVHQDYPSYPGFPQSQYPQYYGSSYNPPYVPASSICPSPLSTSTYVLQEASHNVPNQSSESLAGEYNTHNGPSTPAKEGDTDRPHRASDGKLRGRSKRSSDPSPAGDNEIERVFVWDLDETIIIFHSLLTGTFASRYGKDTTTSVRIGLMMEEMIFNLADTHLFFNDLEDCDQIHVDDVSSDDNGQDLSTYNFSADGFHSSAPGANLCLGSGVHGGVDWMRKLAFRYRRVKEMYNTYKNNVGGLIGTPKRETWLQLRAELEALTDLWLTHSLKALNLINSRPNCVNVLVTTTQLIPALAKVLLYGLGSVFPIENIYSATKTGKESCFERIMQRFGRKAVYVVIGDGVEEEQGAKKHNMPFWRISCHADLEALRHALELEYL
#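 Eya2 protein (added as 0.2 uM solution) was preincubated with compound for 10 min at ambient temperature in 50 mM HEPES pH 7.5, 50 mM NaCl, 5 uM MgCl2, 0.05% BSA, 1 mM DTT. OMFP (added at 50 uM) then reacted 10 min; fluorescence read at 485/525 nm.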
# * marks the source's active call; other numbers are inactive results; ? = inconclusive; · = not tested or not shown; & = joins results of further samples; [ ] = another dose, or the depositor's remark. Unless noted, calls come from the whole dose curve; as a rule, active = well fitted curve in the direction sought with a large enough effect; inconclusive = small, poorly fitted or top-dose-only effect, or another doubt; inactive = no such curve, though single readings can be large; an effect the other way counts as inactive or inconclusive. Unless noted, % is set by controls: 0 for no effect and ±100 for the full control effect.
SMILES,KCNH2 3.1 inh,uPA surface inh,FBPA coupling cs,GALK inhibitor,Chronic BCR inh,PKM2 activator,hERG WT inh,Giardia kill,USP2a block,B2AR arrestin,Eya2 inh
O=C1CC(N2CCN(c3cccc(C(F)(F)F)c3)CC2)C(=O)N1c1ccccc1 (stereo not given),9,4%,2,0%,0%,-4%,14,0,-1%,0.4%,8%
O=C(C1CC1)N1CCc2cc(S(=O)(=O)NCC3COc4ccccc4O3)ccc21 (stereo not given),1,-2%,2,1%,7%,?,-5,6,-2%,0.2%,-24%
O=C(CCn1c(=S)[nH]c2ccccc2c1=O)Nc1ccc(F)cc1,-10,-3%,·,-4%,10%,·,30,-23,3%,0.1%,2%
O=C1COc2ccc(C(=O)COc3ccc([N+](=O)[O-])cc3)cc2N1,6,0%,5,-2%,-12%,0%,-7,-6,-1%,0.0%,1%
NC(=O)CC(NC(=O)Cc1cccc2ccccc12)c1ccc(NCc2ccc(F)cc2)c([N+](=O)[O-])c1 (stereo not given),7,7%,3,-2%,-2%,6%,6,-1,1%,-0.8%,6%
Cc1c(CCC(=O)NCCCn2ccnc2)c(=O)oc2c(C)c3occ(C(C)(C)C)c3cc12,13,-8%,2,-1%,?,·,-4,-5,-1%,-0.9%,0%
NC(=O)/C(=C\c1cccnc1)NC(=O)c1ccccc1,-6,4%,-1,7%,-12%,-14%,-4,-5,1%,-0.2%,-6%
Cc1sc(NC(=O)CN2CCN(c3ccccn3)CC2)c(C#N)c1C,-11,-3%,-1,-1%,?,2%,21,44[activator],-4%,0.1%,-1%
CCOC(=O)c1c(NC(=S)Nc2ccc(F)cc2)sc2c1CCC2,-10,-8%,-1,0%,?,-1%,2,-22,2%,0.2%,8%
O=C(NCCc1ccc(C(F)(F)F)cc1)c1ccc2c(c1)OCO2,-3,10%,·,·,-13%,·,-10,-17,2%,0.1%,-4%
CC(OC(=O)/C=C/c1ccc(Br)cc1)C(=O)N1CCOCC1 (stereo not given),-11,-7%,·,·,4%,·,3,7,1%,-0.2%,20%
O=C(CC1C(=O)NCCN1Cc1c(F)cccc1Cl)NC1CCCC1 (stereo not given),-3,2%,2,1%,-10%,0%,-9,12,0%,-0.6%,4%
CCN1CCN(c2ccc([N+](=O)[O-])cc2C(=O)c2ccc(Cl)cc2)CC1,-50,-11%,2,1%,5%,5%,-2,-10,-1%,-2.3%,-1%
CCC(Sc1nnc(-c2ccco2)n1C)C(=O)Nc1nnc(C)s1 (stereo not given),-1,-3%,2,-3%,1%,·,1,-5,-1%,-0.3%,8%
COc1ccc2c3c1O[C@H]1C[C@@H](O)C=C[C@@]31CCN(C)C2,-5,?,1&1,6%,?,-1%,-10,5,8%,-0.3%,-14%
Cc1cc2c(Nc3cccc(O)c3)ncnc2s1,13,-5%,-5,4%,?,5%,-2,5,-4%,?,4%
O=C(COc1cccnc1[N+](=O)[O-])NCc1cccs1,1,3%,-1,-1%,-12%,1%,-6,?,-3%,0.1%,1%
COc1ccccc1NC(=O)c1ccc2[nH]c(C)c(C)c2c1,-10,3%,-12,-5%,?,·,-12,-3,1%,-0.9%,-7%
O=C(NCC1CCN(Cc2ccccc2F)CC1)Nc1cc(F)ccc1F,-6,3%,-2,1%,1%,·,45,-8,-3%,-0.5%,1%
COc1ccc([N+](=O)[O-])cc1N(CC(=O)NCC1CCCO1)S(C)(=O)=O (stereo not given),24,-2%,1,2%,6%,-5%,3,8,0%,0.6%,2%
COc1ccc(-c2nnc(SCC(=O)N(C)C3CCS(=O)(=O)C3)n2C(C)C)cc1 (stereo not given),12,2%,·,·,-1%,·,3,9,-3%,-0.1%,-19%
Cc1cc(NS(=O)(=O)c2ccc(NC(=O)C(F)(F)F)cc2)nc(C)n1,27,6%,-1,4%,5%,-2%,10,-9,4%,0.3%,-24%
COc1ccc(C(=O)Nc2ccc(S(=O)(=O)Nc3cnc4ccccc4n3)cc2)cc1,11,-13%,9,2%,2%,-1%,8,-10,2%,-0.1%,2%
CC(C)CCNC(=O)c1ccc(C2SCC(=O)N2Cc2ccco2)cc1 (stereo not given),-10,0%,9,-3%,?,21%,-6,-10,0%,0.1%,2%
CC(=O)/C(N=Nc1cc2c(cc1[N+](=O)[O-])OCCO2)=C(\C)O,-7,6%,1,1%,-6%,0%,-5,21,-1%,-0.1%,-13%

# Remaining list, next part:
SMILES,KCNH2 3.1 inh,uPA surface inh,FBPA coupling cs,GALK inhibitor,Chronic BCR inh,PKM2 activator,hERG WT inh,Giardia kill,USP2a block,B2AR arrestin,Eya2 inh
Cc1cc(C(=O)OC(C)C(=O)Nc2nc(-c3ccccc3)cs2)c(C)o1 (stereo not given),1,-11%,1,0%,?,4%,-7,-13,0%,0.1%,6%
COc1cc(-c2nc(CN(C)Cc3nnc(C)o3)c(C)o2)ccc1F,-8,-5%,-2,16%,-14%,0%,12,5,2%,0.1%,5%
CCOC(=O)c1c(C)n(C)c2cc([N+](=O)[O-])c(O)c([N+](=O)[O-])c12,3,3%,1,1%,12%,6%,-4,?,2%,-0.4%,?
Cc1ccc(CN=C2Nc3ccccc3CS2)cc1,7,·,-2,-1%,7%,-16%,5,4,1%,-0.1%,3%
Cc1ccc(C)c(NC2=NC3(CCCCC3)N=C(N)N2)c1,1,·,4,1%,-3%,1%,-1,-10,4%,-0.1%,-12%
Cc1ccc(C(C)C)c(OCc2ccc(C(=O)N/N=C/c3ccc(C(=O)O)cc3)cc2)c1,-4,6%,0,-1%,-15%,0%,22,5,7%,0.0%,3%
COc1ccccc1Oc1ccc2c(c1)C(=O)N(c1cccc(O)c1)C2=O,4,-4%,-6,-2%,?,1%,-19,-10,-8%,-1.8%,1%
COc1ccc(C(=O)Nc2ccccc2C(=O)N2CCCCCC2)cc1,-7,0%,4,5%,0%,·,-3,1,0%,0.0%,9%
N#CCCSc1nc(N2CCOCC2)c2c(c1C#N)CCCC2,5,-1%,-3,3%,1%,5%,2,12,4%,0.5%,1%
CC(C)c1cc(CNC(=O)c2cc(COc3cncc(Cl)c3)on2)on1,-7,1%,0,·,14%,2%,-2,-22,0%,0.0%,-9%
CN(Cc1nnc(SCC(=O)NCCc2ccccc2)n1C)S(=O)(=O)c1ccccc1,13,-1%,4,1%,-5%,-12%,1,-12,1%,-0.3%,0%
COc1ccccc1N(CC(=O)NCc1cccnc1)S(C)(=O)=O,5,4%,3,3%,1%,0%,3,2,3%,-0.6%,-23%
Cn1c(SCC(=O)NC(c2ccccc2)c2ccccc2)nnc1-c1cccs1,-9,4%,5,-2%,?,-15%,5,-19,0%,-0.9%,3%
CCOc1ccc(OCCC(=O)OCC(=O)NNC(=O)c2ccccc2)cc1,-5,0%,·,·,4%,·,3,9,-1%,-0.1%,8%
CCOC(=O)c1nnn(CC(=O)Nc2cccc(OC)c2)c1C(=O)OCC,1,1%,-2,2%,-10%,-8%,17,3,-4%,-0.6%,-18%
CCCOP(=O)(c1ccc(N(C)C)cc1)C(O)c1ccc(Cl)cc1Cl (stereo not given),8,-3%,-2,2%,0%,·,-10,2,0%,-0.2%,-4%
COc1ccc(Br)cc1C(=O)N/N=C/c1ccc([N+](=O)[O-])cc1,-11,1%,2,11%,2%,2%,7,-1,1%,0.0%,?
CC1(C)CC(NCc2cccc([N+](=O)[O-])c2)CC(C)(C)N1,-12,-5%,3,·,4%,·,-2,2,4%,0.4%,5%
CCc1noc(C)c1C(=O)Nc1nc(-c2ccc(Cl)cc2Cl)cs1,-19,-6%,2,0%,13%,0%,-5,-12,1%,0.3%,3%
Cc1ccc2c(c1)c1c3n2CCN=C3CCC1,-3,-1%,0,13%,0%,1%,4,8,0%,-0.1%,-2%
CC(OC(=O)Cc1ccc(Br)cc1)C(=O)NC1CCCCC1C (stereo not given),0,3%,·,-6%,7%,0%,14,0,3%,-0.2%,-1%
C#CCSC1=C(C#N)C(c2cccs2)C(C(=O)OCC)=C(C)N1 (stereo not given),-33,·,-8,0%,7%,11%,27,-6,-8%,0.1%,0%
Cc1c(-n2cc(C(=O)c3cc(F)ccc3O)cc(C#N)c2=O)c(=O)n(-c2ccccc2)n1C,6,-1%,3,0%,-8%,-3%,8,0,11%,-0.1%,-6%
CCOC(=O)CNC(=O)c1ccc(C#CC2(O)CCCCC2)cc1,15,-1%,0,-2%,-8%,6%,7,1,0%,0.0%,-4%

# No enrichment for hits; about 2.4% have a hit in one of these screens.
